Compound activity (PubChem)
3CLpro inhibitor: SARS-CoV 3CLpro protease inhibition; P0C6X7; recombinant SARS-CoV 3CLpro, quenched FRET peptide cleavage; inhibition, % at 6 µM; actives 0.14% (n = 290,000); AID 1706; in the data active = inhibition above about 12%
Anthrax LF inh2: inhibitors of Bacillus anthracis lethal factor protease; P15917; multiplex microsphere protease cleavage assay, LF; actives 0.12% (n = 360,000); inhibition, % at 10 µM; note: plate controls were buffer without enzyme for full effect and enzyme alone for no effect
CCHFV vOTU inh: blocks the CCHF virus ovarian tumor domain protease. CCHFV vOTU protease, Pep-AMC fluorescence. AID 651958. inhibition, % at 11.5 µM. actives 0.55% (n = 370,000); in the data active = inhibition above about 30%; note: 0% = vehicle wells with enzyme and 100% = no enzyme wells
Yp Topo-I inh: inhibitors of Yersinia pestis topoisomerase I. actives 0.064% (n = 360,000). activity, % at 10 µM. Y. pestis Topo-I cleavage product accumulation, plate reader; in the data active = activity above about 50%, passing the limit was not always enough; inconclusive = no clear call, values can overlap the other calls; note: inactives centre near 2
TcdB GH inh: blocks C. difficile toxin B glycohydrolase activity; P18177; TcdB glycohydrolase enzymatic assay, plate reader; inhibition, % at 9.99 µM; actives 0.24% (n = 350,000); AID 652162; in the data active = inhibition above about 10%
PfHsp40 yeast: compounds rescuing yeast from Plasmodium falciparum HSP40 toxicity | S. cerevisiae expressing PfHsp40, growth rescue, ATP luminescence | growth rescue, % at 12.5 µM | actives 0.68% (n = 340,000) | AID 504582; in the data active = growth rescue above about 28%, passing the limit was not always enough; inconclusive = no clear call, values can overlap the other calls;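 note: yeast W303a lacking pdr1 and pdr3 grown in galactose medium; growth measured after three days at 30 °C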
BH1578 lux ind: induces V. cholerae light production without autoinducers. V. cholerae BH1578 lux reporter, luminescence, 6 h. activation, % at 18.7 µM. actives 0.16% (n = 350,000). AID 588436; in the data active = activation mostly above about 9.7%, no sharp cut-off; inconclusive = no clear call, values can overlap the other calls; inactive = mostly below about 3.7%; note: not every result past the cut was called active; inactives centre near 0; reference of the scale not given here
SSB-PriA inh: blocks PriA binding to SSB C-terminal tail; AlphaScreen SSBct-PriA binding, biotinylated peptide; actives 0.6% (n = 430,000); AID 1272365; inhibition, % at 33 µM; in the data active = inhibition mostly above about 37%, no sharp cut-off; inactive = mostly below about 20%;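 note: plate controls were negative control peptide for no effect and reference peptide for full effect; strong numbers were not always called active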
BoNT-A LC inh2: inhibitors of Botulinum neurotoxin A light chain protease; actives 0.17% (n = 360,000); inhibition, % at 10 µM; multiplex microsphere protease substrate cleavage, flow cytometry; AID 588499; note: plate controls were buffer without enzyme for full effect and enzyme alone for no effect
VHR inh abs: blocks human VHR1 dual specificity phosphatase; recombinant VHR phosphatase, pNPP absorbance; inhibition, % at 13.3 µM; actives 0.52% (n = 290,000); AID 1654; in the data active = inhibition above about 50%; note: some compounds called inactive have numbers as strong as hits
* hit, by the source's call; i = inactive; ? = inconclusive; / = no result given; & = joins results of further samples. Cut-off read from the data, not from the text of the source, unless noted: active = inhibition above about 30%; inconclusive = no clear call, values can overlap the other calls; inactive = below that. An excerpt. The share of hits here may be higher or lower than overall.

Molecule	3CLpro inhibitor	Anthrax LF inh2	CCHFV vOTU inh	Yp Topo-I inh	TcdB GH inh	PfHsp40 yeast	BH1578 lux ind	SSB-PriA inh	BoNT-A LC inh2	VHR inh abs
CSc1nnc2c(n1)OC=Nc1ccccc1-2	-3	1	6	-7	/	0.0	/	-6	-0.6	20
Cc1c(Cl)cccc1NCC(=O)Nc1ccc(Cl)cc1F	1	-1	17	-2	/	9.7	-0.6	-43	0.1	18
CCO/C=N/c1c(C#N)c2c(c(=S)n1C)COC(C)(C)C2	2	3	-5	-4	/	0.2	-0.6	/	0.4	8
OCC(O)C(O)C(O)C(O)C1NCCS1 (stereo not drawn)	0	2	8	-6	0.3	1.4	-12	-13	-0.4	-8
C=CCNC(=O)NC(=O)COC(=O)[C@H](C)NS(=O)(=O)c1c(C)c(C)cc(C)c1C	-4	-2	6	12	1.0	-2.4	i	0	-0.5	9
Cn1c(=O)c2c(nc(CN3CCN(C(c4ccccc4)c4ccccc4)CC3)n2CC(N)=O)n(C)c1=O	6	2	-13	-4	0.7	0.6	-0.1	-9	1.6	24
CC1=C(C(=O)N(C)C)CC(CC(=O)NCCc2ccccn2)C(=O)N1CCC1=CCCCC1 (stereo not drawn)	/	-3	-2	1	1.3	/	i	/	-1.0	/
Cc1ccnc(SCc2cc(=O)c(OC(=O)c3cccs3)co2)n1	-2	4	12	-9	0.2	-2.6	-0.4	-6	-0.6	15
CC1CCCC(NC(=O)C2CCN(S(=O)(=O)N3CCCCC3)CC2)C1C (stereo not drawn)	-4	10	1	4	1.5	-0.3	i	-8	-0.4	15
NN=C1C(=O)c2cccc3cccc1c23	/	-2	0	1	1.5	0.5	i	-4	-0.2	/
COc1nnc(-c2ccc(N3CCCCC3)c(NC(=O)COc3ccccc3)c2)c2ccccc12	/	-7	6	12	-0.1	0.3	i	0	0.5	/
S=C(Nc1ccc2c(c1)OCO2)Nc1ccc2c(c1)OCO2	2	2	0	-6	0.3	-1.4	-0.2	26	0.5	1
Cc1ccc(/C=N\NC(=O)C2CC(=O)N(c3ccccc3)C2)o1 (stereo not drawn)	-5	-4	-10	-1	0.8	0.5	-1.4	/	-0.4	9
COc1ccc(C)c2sc(=NC(=O)c3cccc(N4C(=O)CCC4=O)c3)n(C)c12	1	-2	1	1	1.5	-1.2	i	-12	0.9	21
CCn1c(CC(=O)Nc2ccccc2)nnc1SCC(=O)Nc1nncs1	1	-5	9	1	1.6	2.1	-6.2	9	-0.5	26
O=C(N=C1c2ccccc2CN1c1ccccc1)c1cccc([N+](=O)[O-])c1	4	-2	30*	-3	/	1.6	-0.4	10	0.3	-8
CCc1nc(NCCN2CCOCC2)c2oc3ccccc3c2n1	-7	-2	8	3	/	-0.2	i	-2	0.4	-5
Cc1cccc(NC(=O)Cn2c(C)c(C#N)c3ccccc32)c1C	0	6	8	-3	/	-0.5	10	4	2.0	18
O=C(O)c1ccc2c(c1)C(=O)N(CCc1ccccc1)C2=O	-4	16	11	8	-1.1	-0.1	-3.1	-27	4.0	10
O=C(O)c1nn(CC(=O)N2CCN(S(=O)(=O)c3ccc(Cl)cc3)CC2)c(=O)c2ccccc12	4	-5	18	29	-0.1	-0.8	-2.4	10	-1.4	1
Cc1ccc(NC(=O)CNc2ccccc2CN(C)C2CCCCC2)cc1	-2	3	-1	16	0.8	-1.5	1.6	3	1.2	6
Cc1nc(Cl)c2c(n1)NC1=C(O2)C(=O)CCC1	-7	0	-9	1	-0.1	-1.0	i	-7	-0.7	8
COC(=O)C[C@H]1C[C@@H]2c3cc(NC(=O)CN(C)C)ccc3O[C@@H]2[C@H](CO)O1	/	-4	13	-3	0.7&1.1	/	2.1	/	-0.9	/
Cc1cc(C)n2nc(C(=O)OCC(=O)NCc3ccccc3)nc2n1	/	4	9	2	1.0	-0.3	i	-12	1.1	/
O=C(COc1ccccc1Cl)NCc1ccccc1	-4	3	8	2	2.8	-0.4	-0.3	3	-0.7	-8
O=C(NCc1cccs1)C1CCCN1C(=O)Nc1ccccc1 (stereo not drawn)	4	0	-7	-4	/	0.8	1.5	1	0.0	8
O=S(c1ccc2ccccc2c1)c1cnns1 (stereo not drawn)	1	/	-3	-3	/	-0.5	i	-1	/	18
COc1ccc(OC)c(-c2csc(NC(=O)Cc3ccc(F)cc3)n2)c1	4	-4	-2	-9	0.6	2.8	-0.1	-5	-1.3	97
Nc1ncnc2c1ncn2[C@@H]1O[C@H](CNC(=O)[C@@H](N)C2CCCCC2)[C@@H](O)[C@H]1O	/	-4	5	-3	-0.6	73*	-2.0	-8	-0.3	/
CCCN(CCC)CCCNC(=S)Nc1ccc2nc(N3CCN(CC)CC3)cc(C)c2c1	-4	-6	-15	8	2.9	-1.0	-0.9	-21	0.4	27
CC(C)c1nnc(NC(=O)C2CCCN2C(=O)Nc2ccccc2[N+](=O)[O-])s1 (stereo not drawn)	1	3	-4	1	2.5	-0.1	0.4	0	-0.4	23
O=C(Cn1cnc2c(nnn2Cc2ccccc2)c1=O)N1CCCc2ccccc21	1	-12	2	5	2.0	0.7	-0.2	-19	0.7	30
NC(=O)c1ccsc1NC(=O)COc1ccccc1	0	0	/	8	0.2	0.2	-0.2	-8	0.3	1
COc1cc(-c2nc3ccccn3c2/N=C/c2cc(OC)c(O)cc2Cl)ccc1O	1	-2	7	-8	-0.8	-0.2	0.6	/	-1.0	7
CC(=O)c1cccc(NC(=O)Cc2coc3cc4c(cc23)CCC4)c1	-1	1	-2	1	/	5.9	i	-11	-0.3	10
O=C(O)C1CCCN1S(=O)(=O)c1cccc2nsnc12 (stereo not drawn)	2	-7	-5	3	1.6	1.2	-1.0	-8	-0.2	25
O=C1c2ccccc2C(=O)N1CCCCN(C(=O)c1cc2ccccc2oc1=O)c1ccc(Cl)cc1	-2	4	3	-11	/	-1.3	-0.3	5	0.1	12
O=C(O)c1ccccc1Nc1ccc([N+](=O)[O-])cc1	6	0	-6	-5	-0.3	0.1	i	-17	1.5	2
CC(=O)N1C2CCCCC2S[C@H]2CCCCC21 (stereo partly drawn)	1	-6	-20	6	/	2.5	-0.3	-8	-0.4	21
N#Cc1c(NC(=O)CSc2nnc(-c3ccncc3)n2CC2CCCO2)sc2c1CCCC2 (stereo not drawn)	-3	5	5	10	/	1.1	-0.3	-5	0.1	32
CC(=O)NC1C2CN3CCN(C2)CC1(Cc1ccccc1)C3 (stereo not drawn)	-4	1	6	-3	/	-0.7	i	-3	1.0	17
CC(C)=CC(=O)OCC(=O)Nc1cc(C)ccc1C	0	-4	12	-1	-0.8	-0.3	-2.9	-14	0.0	0
O=C1CCC(C(=O)N2CCCO2)CN1Cc1cccc(C(F)(F)F)c1 (stereo not drawn)	5	1	-5	1	1.0	1.9	-0.5	-9	-0.9	4
COc1ccccc1CN(C(=O)c1ccco1)C(C(=O)NC1CCCC1)c1ccncc1 (stereo not drawn)	1	3	10	1	/	-0.3	-0.2	-20	1.3	29
Cc1ccc2nc(-c3ccc(Cl)cc3)c(CC3CCCCC3)n2c1	/	-6	-6	/	1.1	/	/	/	1.5	/

One compound at a time, as listed above. Values in the order: 3CLpro inhibitor | Anthrax LF inh2 | CCHFV vOTU inh | Yp Topo-I inh | TcdB GH inh | PfHsp40 yeast | BH1578 lux ind | SSB-PriA inh | BoNT-A LC inh2 | VHR inh abs
O=C1c2ccccc2C(=O)N1CCCCN(C(=O)c1cc2ccccc2oc1=O)c1ccc(Cl)cc1 across the screens: -2 | 4 | 3 | -11 | / | -1.3 | -0.3 | 5 | 0.1 | 12
CC(=O)N1C2CCCCC2S[C@H]2CCCCC21 (stereo partly drawn) across the screens: 1 | -6 | -20 | 6 | / | 2.5 | -0.3 | -8 | -0.4 | 21
NC(=O)c1ccsc1NC(=O)COc1ccccc1 across the screens: 0 | 0 | / | 8 | 0.2 | 0.2 | -0.2 | -8 | 0.3 | 1

(list continues)
Molecule	3CLpro inhibitor	Anthrax LF inh2	CCHFV vOTU inh	Yp Topo-I inh	TcdB GH inh	PfHsp40 yeast	BH1578 lux ind	SSB-PriA inh	BoNT-A LC inh2	VHR inh abs
O=C(Nc1ccnn1C1CCN(Cc2ccc(CO)o2)CC1)c1ccc2c(c1)OCO2	-7	-3	6	-1	1.0	-0.3	i	2	-2.6	19
O=C(Nc1nc(-c2cccc([N+](=O)[O-])c2)cs1)C(c1ccccc1)c1ccccc1	0	-2	29	-18	/	-1.4	3.1	6	-0.4	13
COc1ccc(OC)c(NC(=O)Nc2cc(NC(=O)Nc3cc(OC)ccc3OC)c(C)nc2C)c1	-8	3	1	-4	/	-0.5	-0.6	6	-1.1	10
COc1ccc(C(=O)Nc2ccnn2C2CCN(Cc3cccnc3)CC2)cc1	-1	-1	-8	-9	-1.2	3.0	-0.4	-15	-0.1	25
COc1cccc(COC(=O)C(Cc2ccccc2)NC(=O)c2ccco2)c1 (stereo not drawn)	/	3	6	23	4.4	/	0.2	/	0.1	/
O=C1c2ccccc2C(=O)N1Cc1cccnc1	-3	-4	17	0	-0.9	-0.9	-1.0	-7	-1.3	17
NS(=O)(=O)c1ccc(C(=O)O)cc1	6	1	8	2	1.3	-0.6	i	-13	-0.2	-15
COc1cc(C(=O)N2CCC(c3nc(-c4cccnc4)no3)CC2)cc(OC)c1OC	3	0	3	3	/	0.8	2.0	6	0.5	9
CO/N=C/C(NC(=O)c1ccc(C(F)(F)F)cc1)C(=O)OC (stereo not drawn)	4	-2	-3	12	1.6	-0.6	-2.7	/	-0.4	40
CCN(C=C1CC2C3CC=C4CC(O)CCC4(C)C3CCC2(C)C1=O)CC (stereo not drawn)	/	-4	7	12	0.9	-1.6	1.0	-1	0.1	/
C=CCn1c(CNS(=O)(=O)c2ccc(Br)cc2)nnc1SC	-6	-3	6	-1	1.6	-0.3	-0.6	-30	0.8	10
CC(C)CCNC(=O)[C@H](CSCc1ccccc1)N1Cc2ccccc2C1=O	-6	-5	13	31	1.2	2.7	-0.5	-1	-0.5	11
CCn1ncc(Br)c1C(=O)Nc1cc(C)ccc1F	2	-4	2	5	/	1.9	i	-28	-0.8	10
Cc1nc2ccc(S(=O)(=O)NCC(=O)NCc3ccc4c(c3)OCO4)cc2s1	-3	1	-3	-1	/	0.3	i	-3	0.3	-11
O=C(c1cc2cc(Br)ccc2[nH]1)N1CCC2(CC1)OCCO2	0	0	6	-3	-0.5	2.1	-5.9	-7	2.7	21
O=C(CC1C(=O)NCCN1Cc1ccccn1)NCCc1ccccc1F (stereo not drawn)	-7	3	3	-12	0.3	-0.5	i	3	2.8	14
COc1cc(C2/C(=C(/O)c3ccccc3)C(=O)C(=O)N2c2ccccn2)ccc1O (stereo not drawn)	1	-6	-2	2	-0.3	-0.8	0.2	/	-1.6	3
Cc1cccc(C)c1NC(=O)CN(C)S(=O)(=O)c1ccc(-c2ccc(=O)[nH]n2)s1	6	0	13	14	0.2	1.6	-0.3	-11	-0.5	16
CCOc1cccc(OCC)c2c(C)[n+](CC3CCCO3)c(C)c1-2 (stereo not drawn)	-3	-12	/	-6	/	?	i	3	2.7	52*
O=c1c2ccccc2[nH]c(=S)n1-c1ccc2c(c1)OCCO2	0	-1	-11	-3	1.2	0.3	-0.2	-19	-0.4	6
CC(=O)Oc1cccc(N2C(=O)C3C4C=CC(C4)C3C2=O)c1 (stereo not drawn)	2	-8	-2	2	/	-1.6	/	-24	1.4	5
CCc1nc2ccc(C(=O)NCCNC(C)=O)cn2c1N(CC)CCOC	/	8	-3	-1	1.7	/	i	/	0.2	/
